Screening results from PubChem.
T cell modulator = modulators of CD8 T cell-vesicle binding, primary screen, mouse 2C CD8+ T cells, flow cytometry; 2C CD8+ T cell-vesicle binding; stronger effect = lower value; calls only at 7 µM; 330,000 compounds, 0.068% hits; AID 2052, 2009;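 active means response, share of CD8 T cells binding vesicles, and their 90th percentile fluorescence all below set limits, cut at about 80% in these data, passing the limit was not always enough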
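Material: murine 2C transgenic CD8+ T lymphocytes / Also added: QL9-peptide-loaded Drosophila micro-vesicles bearing Ld, ICAM-1 and B7-1 / Schedule: binding step 1.5 h, 37 °C, antibody labelling 20 min, ice / Signal: flow cytometry, PE anti-B7-1 (FL2) versus Alexa647 anti-CD8 (FL8), PFA-fixed / Evaluation: percent CD8+ FL2 mean versus row control / Benchmarks: naked versus QL9-loaded vesicles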
Large T inhibition = SV40 large T antigen inhibitors, biochemical (AID 1903). 310,000 compounds, 0.39% hits. SV40 large T antigen ATPase/helicase inhibition assay; higher % means a stronger effect. inhibition, % at 20 µM, or IC50 in µM where a hit was titrated; in the data active means a potency from the dose series; inconclusive means inhibition mostly from about 32% at the one dose, without a potency; inactive means the rest, 99 in 100 with inhibition below about 32%; further: strong numbers were not always called active
Hep lipid drop = inhibitors of hepatocyte lipid droplet formation, primary screen, imaging, high-throughput imaging, BODIPY stain; AML12 mouse hepatocytes, oleate lipid droplets; inhibition, % at 6.5 µM; 240,000 compounds, 0.4% hits; AID 1656, 2009;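 active means lipid droplet intensity inhibited by at least 50%, with more than 500 cells counted; inconclusive means wells with under 300 cells, treated as cytotoxic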
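Technique: fluorescence imaging, 20x objective, two fields per well / Assay system: AML12 hepatocytes (mouse) / Measure: % inhibition of lipid droplet signal / Doses: 6.5 µM single-point dosing / Incubation: overnight exposure / Reagent: 100 µM oleic acid challenge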
NTR1 agonist = agonists of NTR1, primary screen, imaging, U2OS cells, beta-arrestin-GFP, high content (AID 493036); Neurotensin receptor type 1 (Homo sapiens), P30989; activation, % at 20 µM; 330,000 compounds, 0.17% hits; NTR1-U2OS beta-arrestin-GFP spot imaging, agonist mode;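 active means activation at or above 40% of the spot to cytoplasm intensity ratio, with at least 20 cells analyzed; inconclusive means wells under 20 cells, flagged as cytotoxic or low count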;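 further: 0% = DMSO without peptide and 100% = 100 nM NTR1 peptide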
Target sequence (P30989 whole entry, looked up): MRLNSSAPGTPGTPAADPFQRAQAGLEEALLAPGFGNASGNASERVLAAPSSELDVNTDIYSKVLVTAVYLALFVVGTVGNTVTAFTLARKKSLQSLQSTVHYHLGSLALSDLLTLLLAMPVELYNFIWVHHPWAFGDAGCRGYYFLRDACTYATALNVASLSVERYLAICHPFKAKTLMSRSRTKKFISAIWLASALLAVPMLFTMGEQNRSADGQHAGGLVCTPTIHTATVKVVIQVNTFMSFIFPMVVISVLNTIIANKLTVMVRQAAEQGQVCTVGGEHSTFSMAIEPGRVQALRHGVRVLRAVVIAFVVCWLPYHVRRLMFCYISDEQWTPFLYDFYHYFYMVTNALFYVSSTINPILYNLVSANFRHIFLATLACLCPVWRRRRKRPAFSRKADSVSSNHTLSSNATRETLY
LYP phosphatase = inhibitors of LYP phosphatase, biochemical, fluorescence intensity, uHTS (AID 1779). 290,000 compounds, 0.054% hits. recombinant LYP phosphatase, fluorescence intensity; higher % means a stronger effect. inhibition, % at 11.5 µM; hits with a dose series show IC50 in µM. Tyrosine-protein phosphatase non-receptor type 22 (Homo sapiens); in the data active means inhibition above about 50%;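 further: plate controls were vehicle with enzyme for no effect and no enzyme for full effect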
MgcRacGAP inhibition = MgcRacGAP GTPase-activating activity inhibitors, confirmation, biochemical, ADP Hunter fluorescence; 340,000 compounds, 0.6% hits; inhibition, % at 30 µM; hits with a dose series show IC50 in µM; AID 624330, 2012; Rac GTPase-activating protein 1 (Homo sapiens); MgcRacGAP-stimulated Rac1 GTP hydrolysis, ADP Hunter fluorescence; higher % means a stronger effect; GST-tagged Rac1 F28L mutant substrate;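 active means first-screen hits whose inhibition reached a set limit at any dose in the follow-up dose series; inconclusive means inhibition above the set first-screen limit but never retested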;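 further: fluorescence reports GDP produced by GAP-driven GTP hydrolysis; strong numbers were not always called active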
GPR35 arrestin U2OS = GPR35 antagonists blocking zaprinast-driven arrestin recruitment, primary screen, imaging, U2OS, beta-arrestin-GFP, zaprinast agonist (AID 2058); U2OS GPR35 beta-arrestin-GFP translocation imaging, zaprinast antagonism; higher % means a stronger effect; 290,000 compounds, 0.052% hits; G-protein coupled receptor 35 (Homo sapiens); one-dose inhibition, % at 10 µM; IC50 in µM for titrated hits;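 active means inhibition of at least 50% with at least 30 cells and total cytoplasm GFP at most 10,000,000; inconclusive means under 30 cells or total GFP of 10,000,000 plus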
GPR55 beta-arrestin = GPR55 agonists via beta-arrestin recruitment, primary screen, imaging, U2OS cells, beta-arrestin-GFP redistribution (AID 1961). U2OS GPR55 beta-arrestin-GFP redistribution imaging; higher % means a stronger effect. activation, % at 10 µM, or EC50 in µM where a hit was titrated. 290,000 compounds, 0.048% hits;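 active means activation above 40% with more than 50 cells counted in the well; inconclusive means wells holding fewer than 50 cells, flagged as toxic or sparse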;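 further: U2OS osteosarcoma cells stably expressing GPR55 and beta-arrestin-GFP; plate controls were DMSO negative control for no effect and LPI positive control for full effect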
GPR55 LPI antagonism = GPR55 antagonists blocking LPI-driven arrestin recruitment, primary screen, imaging, U2OS, beta-arrestin-GFP, LPI agonist (AID 2013); G-protein coupled receptor 55 (Homo sapiens); U2OS GPR55 beta-arrestin-GFP translocation imaging, LPI antagonism; higher % means a stronger effect; inhibition, % at 10 µM, or IC50 in µM where a hit was titrated; 290,000 compounds, 0.13% hits;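 active means spots per cell inhibited over 60%, with over 100 cells counted and total cytoplasm intensity under 500,000; inconclusive means wells with under 100 cells, flagged as likely toxic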;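 further: U2OS cells stably carrying GPR55 and arrestin-GFP stimulated by 5 µM LPI near EC80; imaged beta-arrestin-GFP aggregate spots per cell after agonist stimulation; plate controls were LPI-stimulated DMSO wells for no effect and DMSO wells without LPI for full effect; some results filed as inactive read as strong as hits; confirmed hits need IC50 under 10 µM and bright autofluorescent wells are also inconclusive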
Hep lipid drop cells 6.5 µM = also measured in Hep lipid drop; calls as there; cell count; measured here: cell count, cytotoxicity flag;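 cells counted across two imaged fields per well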
T cell modulator vesicle-bound % = also measured in T cell modulator; calls as there; double positive events, %; measured here: CD8+ vesicle-bound cell fraction;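 binding gate set so that unloaded-vesicle control wells show 10% double positive cells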
NTR1 agonist cell count 20 µM = further read-out of NTR1 agonist, marked with its call; cell count; measured here: cell count, cytotoxicity flag
* = called active by the depositor; i = inactive; ? = inconclusive; / = not tested or not shown. The order is random; about 1.8% have a hit in one of these screens.

SMILES | T cell modulator | T cell modulator vesicle-bound % | Large T inhibition | Hep lipid drop | Hep lipid drop cells 6.5 µM | NTR1 agonist | NTR1 agonist cell count 20 µM | LYP phosphatase | MgcRacGAP inhibition | GPR35 arrestin U2OS | GPR55 beta-arrestin | GPR55 LPI antagonism
Cc1cc(-c2ccccc2)c(C#N)c(N)n1 | i | 55 | 9% | 32 | 769 | 1.1 | 55 | -7% | 5% | -4% | -0.2% | 5%
Cc1ccc(Nc2nc(CSc3nnc(-c4cccs4)o3)cs2)cc1 | i | 56 | 16% | -9 | 678 | 4.9 | 49 | 8% | 11% | 10% | -0.2% | -3%
CCc1ccc(OC(=O)CN2C(=O)c3ccccc3C2=O)cc1 | i | 18 | 6% | -1 | 762 | 0.1 | 49 | -9% | 5% | -6% | -0.1% | -2%
CCOc1ccccc1C(=O)N1c2ccccc2Sc2ccccc21 | i | 59 | 14% | / | / | 6.4 | 65 | 8% | 7% | 7% | 0.7% | 5%
CC1Cc2ccccc2N1S(=O)(=O)c1cccc2nsnc12 (stereo not given) | i | 8 | 16% | 6 | 754 | 0.6 | 45 | -4% | 1% | 13% | 0.8% | 21%
NC(=O)C1(N2CCCCC2)CCN(Cc2nc3ccccc3c(=O)[nH]2)CC1 | i | 22 | 6% | 48 | 637 | 0.1 | 45 | -12% | 6% | 1% | -0.3% | -9%
COc1ccc(OC)c(-c2cn(S(=O)(=O)c3ccccc3)nc2N)c1 | i | 52 | 6% | 10 | 814 | 1.1 | 81 | -10% | 7% | 8% | 0.3% | -6%
CCOC(=O)c1[nH]c2ccc(OCC)cc2c1CCCN1C(=O)c2ccccc2C1=O | i | 33 | 12% | 2 | 713 | 5.8 | 41 | 4% | -14% | 3% | 1.1% | 6%
O=C(/C=C/NNC(=O)c1ccc(Cl)cc1)c1ccccc1 | i | 40 | 13% | -16 | 638 | 1.3 | 29 | 7% | 7% | 2% | 0.0% | 4%
COc1ccc(S(=O)(=O)Nc2nccs2)cc1OC | i | 28 | 8% | -9 | 738 | 2.2 | 76 | -10% | -3% | 16% | -0.1% | 13%

Grouped by structure: those above containing an aryl methoxy group
SMILES | T cell modulator | T cell modulator vesicle-bound % | Large T inhibition | Hep lipid drop | Hep lipid drop cells 6.5 µM | NTR1 agonist | NTR1 agonist cell count 20 µM | LYP phosphatase | MgcRacGAP inhibition | GPR35 arrestin U2OS | GPR55 beta-arrestin | GPR55 LPI antagonism
COc1ccc(OC)c(-c2cn(S(=O)(=O)c3ccccc3)nc2N)c1 | i | 52 | 6% | 10 | 814 | 1.1 | 81 | -10% | 7% | 8% | 0.3% | -6%
COc1ccc(S(=O)(=O)Nc2nccs2)cc1OC | i | 28 | 8% | -9 | 738 | 2.2 | 76 | -10% | -3% | 16% | -0.1% | 13%

(next part)
SMILES | T cell modulator | T cell modulator vesicle-bound % | Large T inhibition | Hep lipid drop | Hep lipid drop cells 6.5 µM | NTR1 agonist | NTR1 agonist cell count 20 µM | LYP phosphatase | MgcRacGAP inhibition | GPR35 arrestin U2OS | GPR55 beta-arrestin | GPR55 LPI antagonism
COc1cc(/C=N/n2c(-c3n[nH]c4c3CCC4)n[nH]c2=S)cc(OC)c1O | i | 46 | 24µM* | 4 | 688 | 0.7 | 52 | -2% | ? | -13% | 0.0% | 0%
CC(C)c1ccc(NC2CCCN(C(=O)c3ccco3)C2)cc1 (stereo not given) | i | 8 | 20% | 2 | 717 | 2.7 | 56 | -9% | 9% | -12% | -0.2% | 2%
COc1ccccc1NC(=O)c1cc(N)cc(C(=O)Nc2ccccc2OC)c1 | i | 45 | 25% | / | / | 0.4 | 55 | / | 7% | / | / | /
COc1ccc(C(C(=O)NC2CCCCC2)N(C(=O)Cc2c[nH]c3ccccc23)c2ccccc2C)cc1OC (stereo not given) | i | 46 | -38% | -15 | 405 | 2.4 | 45 | -2% | -1% | -1% | -0.6% | 11%
O=CN1Cc2ccccc2-c2ccccc2C1 | i | 49 | 1% | / | / | -1.5 | 53 | -10% | 4% | -2% | 0.2% | 5%
CCC(=O)c1ccc(OCC(O)CN2CCN(S(=O)(=O)c3ccc(NC(C)=O)cc3)CC2)cc1 (stereo not given) | i | 59 | 11% | 8 | 781 | 0.0 | 85 | -4% | 11% | 13% | 0.2% | 6%
Cc1ccc2nc(Cn3cc(C(F)(F)F)ccc3=O)cc(=O)n2c1 | i | 39 | 7% | -10 | 692 | 0.5 | 45 | -1% | 7% | -6% | 1.5% | -7%
CN1Cc2ccccc2N(CC(=O)NCc2ccccc2)C1=O | i | 58 | 22% | 2 | 684 | -1.4 | 55 | -4% | -3% | 5% | 0.9% | 10%
Cn1c(=O)[nH]c2c(Cl)nccc21 | i | 34 | 7% | 4 | 678 | 2.6 | 56 | -2% | -7% | 6% | -0.3% | 7%
CC(C)CCn1c(Br)nc2c1c(=O)n(CC(N)=O)c(=O)n2C | i | 4 | 2% | / | / | -0.8 | 60 | -7% | 5% | -5% | 0.3% | 12%

A draw from above in order of SMILES length, lowest first.
SMILES | T cell modulator | T cell modulator vesicle-bound % | Large T inhibition | Hep lipid drop | Hep lipid drop cells 6.5 µM | NTR1 agonist | NTR1 agonist cell count 20 µM | LYP phosphatase | MgcRacGAP inhibition | GPR35 arrestin U2OS | GPR55 beta-arrestin | GPR55 LPI antagonism
O=CN1Cc2ccccc2-c2ccccc2C1 | i | 49 | 1% | / | / | -1.5 | 53 | -10% | 4% | -2% | 0.2% | 5%
CN1Cc2ccccc2N(CC(=O)NCc2ccccc2)C1=O | i | 58 | 22% | 2 | 684 | -1.4 | 55 | -4% | -3% | 5% | 0.9% | 10%
CC(C)CCn1c(Br)nc2c1c(=O)n(CC(N)=O)c(=O)n2C | i | 4 | 2% | / | / | -0.8 | 60 | -7% | 5% | -5% | 0.3% | 12%

Going on with the list:
SMILES | T cell modulator | T cell modulator vesicle-bound % | Large T inhibition | Hep lipid drop | Hep lipid drop cells 6.5 µM | NTR1 agonist | NTR1 agonist cell count 20 µM | LYP phosphatase | MgcRacGAP inhibition | GPR35 arrestin U2OS | GPR55 beta-arrestin | GPR55 LPI antagonism
Cn1c(-c2ccc([N+](=O)[O-])cc2)nc2ccccc21 | i | 37 | -3% | -13 | 659 | 0.1 | 32 | 2% | -9% | ? | -0.1% | -4%
CC(=O)Oc1ccc(NC(=O)CSc2ccccc2)cc1 | i | 28 | 7% | -14 | 692 | 2.0 | 62 | -8% | 31% | -12% | 0.2% | 8%
O=S1(=O)C=C(Sc2nc3ccccc3s2)c2ccccc21 | i | 28 | 18% | -30 | 653 | -1.5 | 72 | 6% | / | 6% | 0.3% | -10%
Cc1nc2n[nH]c(N)c2c2c1CCCC2 | i | 52 | 15% | 2 | 645 | -0.4 | 58 | -4% | 5% | 6% | 0.3% | 10%
Cc1cccc(Oc2sc(C(=O)c3ccccc3)c(N)c2C#N)c1 | i | 54 | 18% | / | / | 12 | 53 | 4% | 11% | -7% | -0.1% | 40%
Cc1c(Cl)c([N+](=O)[O-])nn1CCCC(=O)NC1CCCCC1 | i | 54 | 6% | 10 | 717 | -0.8 | 67 | -3% | 10% | -11% | 0.9% | 12%
CCN(CC)C(=O)CSc1nnc(COc2ccccc2)n1CC | i | 15 | 6% | -2 | 792 | 0.4 | 37 | -11% | 9% | -15% | 0.2% | -12%
CC1(C)CC(=O)C(=Cc2cn(-c3ccccc3)nc2-c2ccc(Cl)cc2)C(=O)C1 | i | 43 | 3% | / | / | 63* | 54* | 13% | 15% | 17% | -0.1% | 0%
C=CCn1c(C(C)NC(=O)c2cccs2)n[nH]c1=S (stereo not given) | i | 0 | 12% | 6 | 713 | 0.6 | 38 | -9% | 10% | -1% | -0.1% | 5%
CCOC(=O)c1ccc(CN(Cc2ccccc2)S(=O)(=O)c2cccc([N+](=O)[O-])c2)cc1 | i | 41 | 6% | -9 | 595 | 0.7 | 50 | -3% | 7% | -3% | 0.7% | 8%
Clc1ccccc1CSc1ncn(-c2ccccc2)n1 | i | 49 | 3% | 34 | 793 | 4.9 | 79 | 0% | 5% | 11% | -0.4% | -4%
N#Cc1c(NC(=O)CSc2nc(-c3ccco3)cc(C(F)(F)F)n2)sc2c1CCCC2 | i | 41 | 4% | -1 | 733 | 2.3 | 52 | 0% | 14% | -8% | -0.1% | 11%
COc1ccc(Cn2c(SCc3ccc(C)cc3)nc3cc(OC)c(OC)cc3c2=N)cc1Cl | i | 18 | 1% | -16 | 500 | 54* | 84* | -10% | 8% | -4% | 0.0% | -2%
CCc1ccccc1NC(=O)C1=CC(c2cccs2)=NS(=O)(=O)N1C | i | 27 | -9% | 72* | 780* | 0.6 | 58 | -11% | 8% | 6% | 0.5% | -14%
S=C(NCc1ccco1)N1CCN(c2nc(-c3ccccc3)cs2)CC1 | i | 18 | 6% | -4 | 727 | 6.4 | 59 | -1% | 11% | 1% | 0.2% | 8%
NC(=O)CSCc1nc2ccccc2s1 | i | 10 | 7% | 8 | 808 | 0.4 | 48 | -5% | 1% | 13% | 0.1% | -2%
ClC(/C=N/n1cnnc1)=C/c1ccccc1 | i | 29 | 19% | -14 | 730 | 0.1 | 50 | -5% | 7% | 3% | 0.3% | 6%
CSc1nnc(-c2cc(-c3ccc(C)cc3)nc3ccccc23)o1 | i | 48 | 12% | 2 | 742 | 14 | 46 | -5% | 8% | 19% | 0.3% | -9%
